# Bioassay records (PubChem BioAssay)
# PG9 Ab binder – binders of HIV-1 gp120 antibody PG9, primary screen, biochemical, TR-FRET; HIV-1 gp120 / PG9 antibody interaction; TR-FRET gp120-PG9 antibody binding; inhibition, % at 6.7 µM; 360,000 tested, 0.43% active; AID 624416, 2012; in the data active means inhibition above about 8.5%
# ADAM10 inh – human ADAM10 inhibitors, primary screen, biochemical, QFRET, HTS; recombinant ADAM10, EDANS/DABCYL FRET peptide cleavage, 3 h; 370,000 tested, 0.62% active; inhibition, % at 7 µM; Disintegrin and metalloproteinase domain-containing protein 10 (Homo sapiens), O14672;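 active means inhibition above a per-campaign cutoff equal to the mean of compounds falling between control-based bounds plus 3 SD, cut at about 20% in these data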;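 further: 0% = DMSO wells while the 100% control is not disclosed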
# hcDAF-12 act – H. contortus DAF-12 nuclear receptor activators, primary screen, cell-based, luminescence, HEK293, lit1-tk-luc reporter; 370,000 tested, 1.4% active; HEK293 hcDAF-12 lit1-tk-luc reporter; 0% DMSO, 100% Δ7-dafachronic acid; activation, % at 6.8 µM;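 active means activation above the mean of all tested compounds plus 3 SD, cut at about 5.5% in these data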;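 further: 100% = response to 3 µM Δ7-dafachronic acid high control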
# hgDAF12 agonist – H. glycines DAF-12 receptor agonists, primary screen, cell-based, luminescence, HEK293, GAL4 fusion, UAS-luciferase | Nuclear hormone receptor DAF-12 (Heterodera glycines), GAL4 fusion | HEK293 GAL4-hgDAF12 UAS-luciferase reporter, agonist luminescence; normalized to butyrate control | activation, % at 6.8 µM | 370,000 tested, 1.8% active | AID 687014, 2013;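 active means activation above a cutoff set at the mean of all screened compounds plus 3 SD, cut at about 10% in these data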;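 further: 0% = DMSO wells and 100% = sodium butyrate wells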
# SMARCA2 activ – SMARCA2 (BRM) function activators, primary screen, cell-based, luminescence, high throughput. 370,000 tested, 1% active. MG213 cells, MMTV-luciferase reporter, dexamethasone, overnight. activation, % at 9.1 µM. AID 652017, 2013; in the data active means activation above about 7.8%;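 further: 0% = vehicle wells and 100% = reference activator wells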
# ssDAF-12 act – S. stercoralis DAF-12 nuclear receptor activators, primary screen, cell-based, luminescence, HEK293, GRIP1 co-expression, lit1-tk-luc; HEK293 ssDAF-12/GRIP1 lit1-tk-luc reporter; % of 3 µM dafachronic acid response; activation, % at 6.8 µM; 370,000 tested, 1% active; Nuclear hormone receptor DAF-12 (Strongyloides stercoralis);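 active means activation above the mean over all tested compounds plus 3 SD, cut at about 0.9% in these data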;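 further: 0% = DMSO-only wells and 100% = 3 µM delta7-dafachronic acid wells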
# DAX1 inh-1 – DAX1 (NR0B1) inhibitors on StAR promoter, primary screen, cell-based, luminescence, SF-1 (NR5A1), full-length DAX-1; inhibition, % at 6.8 µM; HEK293T StAR-luciferase reporter, SF-1/DAX-1 repression relief; 370,000 tested, 1.1% active; AID 652010, 2013;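 active means inhibition above the mean over all tested compounds plus 3 SD, cut at about 3.6% in these data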;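 further: 0% = DAX-1 cells with DMSO and 100% = cells lacking DAX-1 with DMSO; higher inhibition means more luminescence from relief of DAX-1 repression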
# FXN GAA850 act – FXN promoter activators, primary screen, cell-based, luciferase luminescence, HEK293 lucGAA850; HEK293 lucGAA850 FXN promoter luciferase reporter, 24 h; percent of 10 µM SAHA response; activation, % at 6 µM; 360,000 tested, 0.56% active; AID 540364, 2011;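 active means activation above the average of all compounds screened plus 3 SD, cutoff fixed separately per campaign, cut at about 7.5% in these data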;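 further: 0% = DMSO wells and 100% = 10 µM SAHA wells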
# DAX1 inh-2 – DAX1 (NR0B1) inhibitors, primary screen, cell-based, HEK293, Gal4-DAX1, luciferase luminescence; AID 504766, 2011; inhibition, % at 6.75 µM; Nuclear receptor subfamily 0 group B member 1 (Homo sapiens), P51843; 340,000 tested, 0.99% active; HEK293 Gal4-DAX1 luciferase reporter;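 active means inhibition above the mean over all tested compounds plus 3 SD, cut at about 4.2% in these data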;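 further: 0% = DAX1-transfected cells with DMSO and 100% = empty-vector control cells with DMSO; inhibition shows as a rise in luminescence from relieved DAX1 repression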
# Target sequence (P51843 207-470 limits assumed): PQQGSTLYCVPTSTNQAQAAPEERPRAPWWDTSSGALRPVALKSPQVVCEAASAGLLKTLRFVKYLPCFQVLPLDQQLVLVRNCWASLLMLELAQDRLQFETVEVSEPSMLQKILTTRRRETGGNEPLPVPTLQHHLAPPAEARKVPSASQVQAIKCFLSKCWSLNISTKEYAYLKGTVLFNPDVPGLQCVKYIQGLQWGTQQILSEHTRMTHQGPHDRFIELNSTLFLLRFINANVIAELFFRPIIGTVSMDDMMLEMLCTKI
# ADAM17 inh – ADAM17 inhibitors, primary screen, biochemical, QFRET | recombinant ADAM17, EDANS/DABCYL FRET peptide cleavage | inhibition, % at 6.95 µM | 370,000 tested, 0.83% active | AID 720648, 2013;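 active means inhibition above the mean of compounds lying between control limits plus 3 SD, set per campaign, cut at about 8.5% in these data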;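 further: 0% = DMSO-only wells as the low control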
# Target sequence (P78536 215-824 limits assumed): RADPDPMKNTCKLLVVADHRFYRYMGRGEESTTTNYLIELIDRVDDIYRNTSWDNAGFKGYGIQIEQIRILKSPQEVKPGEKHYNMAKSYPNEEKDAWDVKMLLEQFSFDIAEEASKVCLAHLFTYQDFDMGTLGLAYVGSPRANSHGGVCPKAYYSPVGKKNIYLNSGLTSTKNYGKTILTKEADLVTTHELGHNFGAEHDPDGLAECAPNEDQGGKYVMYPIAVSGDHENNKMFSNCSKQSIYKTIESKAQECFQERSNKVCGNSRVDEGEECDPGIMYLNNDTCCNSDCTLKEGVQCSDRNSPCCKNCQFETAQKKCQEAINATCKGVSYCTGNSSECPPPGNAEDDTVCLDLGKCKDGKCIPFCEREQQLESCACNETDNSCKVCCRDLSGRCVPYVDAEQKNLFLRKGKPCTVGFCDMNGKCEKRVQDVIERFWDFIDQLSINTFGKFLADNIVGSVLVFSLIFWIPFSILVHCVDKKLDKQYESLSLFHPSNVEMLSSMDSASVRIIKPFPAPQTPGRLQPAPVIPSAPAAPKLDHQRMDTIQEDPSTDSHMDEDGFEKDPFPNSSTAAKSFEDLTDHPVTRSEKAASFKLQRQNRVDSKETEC
# NPR1 activator – GC-A stimulated cGMP production enhancers – HEK293 GC-A cells, cGMP TR-FRET, EC30 ANP, primary screen | 0% at EC30 ANP, 100% saturating ANP | activation, % at 10 µM | 370,000 tested, 0.14% active; in the data active means activation above about 40%
# * = called active by the depositor; nt = not tested or not shown. Rows were taken by chance. About 6.8% of those tested had a hit in this group.
SMILES,PG9 Ab binder,ADAM10 inh,hcDAF-12 act,hgDAF12 agonist,SMARCA2 activ,ssDAF-12 act,DAX1 inh-1,FXN GAA850 act,DAX1 inh-2,ADAM17 inh,NPR1 activator
CCSc1nc(=S)n(-c2ccccc2)c(C)c1C(C)=O,-2.0,0.4,0.1,0.4,-0.2,-1.8,0.0,0.6,0.1,-5.6,-0.4
O=C(COC(=O)CNC(=O)c1ccc(Cl)c([N+](=O)[O-])c1)NC(=O)CN1CCCC1=O,-0.5,-8.3,-0.7,2.7,0.4,-0.7,1.4,1.2,-0.1,-0.9,3.6
COC(=O)c1cccc(COC(=O)c2ccc(N(C)C)cc2)c1,-0.8,12.2,-1.3,-0.6,-3.5,-0.9,-0.5,0.3,0.6,2.7,-1.7
COc1cc(O)c(C(C)=O)c2c1C=CC(C)(C)O2,0.0,-5.7,2.2,-1.3,-3.5,-1.1,1.0,5.9,0.0,-1.3,-1.6
CCCc1cnc(N2CCN(C(=O)c3ccc(F)cc3)CC2)nc1,-1.9,-23.6,-3.7,-4.4,-0.5,-1.6,-0.8,-1.1,-0.8,-8.5,3.6
Cc1cc(NC(=O)c2cccnc2Cl)ccc1NC(=O)c1cc2ccccc2o1,2.9,1.7,-3.6,0.5,-2.8,-1.8,-0.1,0.2,-0.2,0.6,0.7
Cc1ccccc1NC(=O)Cc1nc(COC(=O)COc2ccc(C(C)(C)C)cc2)cs1,-0.5,4.9,-2.4,2.3,-0.8,-1.0,-0.4,0.1,-0.1,6.0,1.2
CCc1cccc2c(N=O)c(O)[nH]c12,-2.4,6.6,-2.2,-2.0,1.6,-1.3,0.1,4.1,-0.8,-1.3,-0.4
C=CCOc1ccc(CN(C)CC(O)COc2cccc3ccccc23)cc1 (configuration not stated),1.2,3.6,0.2,1.1,-2.1,-0.7,-0.5,1.2,-0.1,1.3,-7.9
Cc1ccc(NC(=O)CN2C(=O)C3CCCCN3C(=O)c3ccccc32)cc1 (configuration not stated),0.4,-9.6,-0.7,-2.2,-0.9,-1.6,0.1,-2.4,-1.3,-4.7,0.9
Cn1c(=O)c2c(ncn2CC(=O)N2CCN(S(=O)(=O)c3ccc(Cl)cc3)CC2)n(C)c1=O,-0.3,0.4,-1.1,0.0,-0.9,-0.9,0.7,0.5,-0.2,-0.6,1.6
COc1ccc(N(CC(=O)NCCSC2CCCCC2)S(=O)(=O)c2ccc(C)cc2)cc1,-1.3,-9.4,-0.3,1.0,-1.9,-1.1,-0.7,0.3,1.3,-3.6,-0.1
COc1ccc(CNC(=O)C2CCC(=O)N(C3CCCCCC3)C2)c(OC)c1 (configuration not stated),1.0,-8.3,-1.2,0.2,-1.5,-1.6,0.3,-1.1,-0.2,-2.9,-2.5
COc1ccc(C(=O)N/N=C(\C)Cn2nc([N+](=O)[O-])cc2C)cc1,-1.9,6.1,-1.4,1.9,0.8,-0.6,0.5,3.5,0.6,1.9,2.9
O=C(COC(=O)c1ccccc1Br)NCC1CCCCC1,1.3,6.7,2.1,1.0,-1.3,-0.8,0.2,-0.3,nt,-0.2,-5.4
Cc1ccc(-c2noc(-c3cc4ccccc4oc3=O)n2)cc1,0.1,-5.8,0.1,2.8,2.7,-1.3,1.5,-2.1,0.5,-3.7,-6.8
Cn1c(=O)n(CC(=O)NCC2CCCO2)c(=O)c2c3c(sc21)COC(C)(C)C3 (configuration not stated),-3.2,9.2,2.5,-3.4,-2.5,-1.0,0.3,0.8,0.5,-1.4,-0.8
CCOC(=O)N1CCN(c2c(NCC3CCCO3)c(=O)c2=O)CC1 (configuration not stated),0.1,-6.7,1.2,2.0,-2.5,-1.1,-1.1,-1.0,-0.8,1.8,-1.4
COc1ccc(-c2nnc(N(C)C(=O)c3ccno3)s2)cc1,3.1,-32.6,3.3,9.3,1.8,-0.3,0.7,11.9*,1.7,-8.5,-2.4
CCCCCCNC(=O)C1CSCCS(=O)(=O)N1Cc1ccccc1 (configuration not stated),nt,-1.1,-3.6,0.0,-4.0,-0.6,-0.5,nt,nt,-0.2,1.8

# Random excerpt: 3 records from the list, in no set order.
SMILES,PG9 Ab binder,ADAM10 inh,hcDAF-12 act,hgDAF12 agonist,SMARCA2 activ,ssDAF-12 act,DAX1 inh-1,FXN GAA850 act,DAX1 inh-2,ADAM17 inh,NPR1 activator
COc1ccc(-c2nnc(N(C)C(=O)c3ccno3)s2)cc1,3.1,-32.6,3.3,9.3,1.8,-0.3,0.7,11.9*,1.7,-8.5,-2.4
Cn1c(=O)n(CC(=O)NCC2CCCO2)c(=O)c2c3c(sc21)COC(C)(C)C3 (configuration not stated),-3.2,9.2,2.5,-3.4,-2.5,-1.0,0.3,0.8,0.5,-1.4,-0.8
Cc1cc(NC(=O)c2cccnc2Cl)ccc1NC(=O)c1cc2ccccc2o1,2.9,1.7,-3.6,0.5,-2.8,-1.8,-0.1,0.2,-0.2,0.6,0.7

# More structures
SMILES,PG9 Ab binder,ADAM10 inh,hcDAF-12 act,hgDAF12 agonist,SMARCA2 activ,ssDAF-12 act,DAX1 inh-1,FXN GAA850 act,DAX1 inh-2,ADAM17 inh,NPR1 activator
O=C(N/N=C\C=C\c1ccc2c(c1)OCO2)C1COc2cc3ccccc3cc2O1 (configuration not stated),-4.7,4.9,-1.1,0.0,0.5,-0.7,-1.7,0.6,-0.7,-2.5,0.4
O=C(NCCN1CCCCC1)c1ccc(F)cc1Cl,-2.1,2.9,2.9,-0.8,3.0,-1.0,0.5,-0.5,-0.3,-0.5,-1.9
COc1ccc(NC(=O)CN(c2ccc(OC)cc2)S(=O)(=O)c2ccc(OC)c(OC)c2)cc1,-0.1,-4.5,-0.2,1.7,-2.3,-1.4,-1.2,-0.8,2.1,-1.6,3.0
CC(OC(=O)CCCN=C1NS(=O)(=O)c2ccccc21)C(=O)Nc1ccc(F)cc1Cl (configuration not stated),-1.9,1.1,0.1,-1.1,0.5,-1.4,0.8,-0.7,1.1,3.0,0.2
COc1ccc(S(=O)(=O)Nc2cc(C(=O)NC(C)C)ccc2N2CCOCC2)cc1,-1.2,4.1,0.1,-2.9,1.7,-0.2,0.2,1.9,-0.8,0.6,3.8
Cc1ccc(S(=O)(=O)c2cc3c(=O)n4cccc(C)c4nc3n(CC3CCCO3)c2=N)cc1C (configuration not stated),-0.8,-102.0,-0.9,1.0,-1.2,-1.1,-0.4,0.5,0.7,-23.9,2.5
COc1ccccc1S(=O)(=O)Cc1ccc(C(=O)NCc2ccco2)o1,1.1,-3.8,-1.7,-1.0,-2.2,-0.7,-0.3,1.7,0.6,-2.8,5.3
C/C(=N\Nc1cc(C(F)(F)F)ccc1Cl)c1ccncc1,0.6,10.2,-0.5,4.8,-3.4,-1.1,-0.7,1.3,-0.7,-1.8,-8.0
C(=C\c1ccccc1)/CN1CCN(C(c2nnnn2C2CCCC2)C2CC2)CC1 (configuration not stated),-0.4,-2.4,-1.8,-4.2,0.1,-1.1,-1.6,nt,nt,0.1,3.1
COC(=O)c1cc(C)sc1NC(=O)C1CC=CCC1C(=O)O (configuration not stated),7.5,-1.0,-0.9,2.5,-4.0,-1.7,0.8,0.5,0.1,-2.7,1.6
COc1ccc(-c2csc(NC(=O)CSCC(=O)Nc3cc(C)on3)n2)cc1OC,1.2,-20.6,-1.9,-3.6,-0.5,-0.3,-2.4,0.8,-1.2,-8.9,-4.4
CN1C(=O)CSc2ccc(NC(=O)NCc3ccc(F)cc3)cc21,-1.9,-0.3,0.1,-3.2,-0.7,-1.6,-0.4,-1.1,-0.7,1.8,3.4
COc1cc(/C=N/NC(=S)NC2CC3CCC2C3)ccc1O (configuration not stated),-1.5,-16.0,-0.5,8.2,9.4*,-1.5,0.3,2.5,0.4,-8.3,2.6
O=C(OCc1c(Cl)cccc1Cl)c1ccccn1,-0.8,-8.6,0.0,1.2,-5.2,-0.6,-0.5,0.9,1.2,-6.5,2.3
COCCNC(=O)c1ccc(-n2c(SCc3cc(F)ccc3F)nc3ccccc3c2=O)cc1,1.3,-8.9,-0.9,1.8,-0.7,-1.6,0.5,1.0,-0.1,-1.8,3.2
O=C(CNC(=O)c1ccco1)NCC(c1ccco1)N1CCCCC1 (configuration not stated),-0.1,-7.5,-0.9,2.7,-1.0,-0.8,0.6,0.7,0.6,1.9,1.2
NC(=O)c1cc2ccccc2o/c1=N/NC(=O)c1ccccc1,-5.0,-0.1,-1.4,0.8,0.7,-1.0,-0.7,-0.6,0.2,-1.0,-3.0
CC(/C=C1\SC(=S)N(CCC(=O)Nc2cccc(C(=O)O)c2)C1=O)=C\c1ccccc1,-0.2,6.9,-2.4,0.4,0.4,-0.8,0.4,-0.2,0.2,-1.5,-2.6
N#CC(=Cc1ccncc1)c1ccccc1,-0.7,-3.8,1.0,-0.5,-1.5,-1.3,-1.7,2.4,0.9,-1.8,-1.2
CCCCN1C(=O)C(CC(=O)NC2CC2)CC(C(=O)N(C(C)C)C(C)C)=C1C (configuration not stated),-0.8,-3.8,0.9,-0.2,1.1,-1.0,-0.2,0.7,0.5,-2.3,4.2
COc1ccc(-c2cc([C@H]3[C@@H]4C=CCC[C@@]4(C)C(=O)N3Cc3ccccc3)ccc2F)cc1,0.2,4.4,-2.0,0.9,-1.3,-0.6,-0.6,4.1,-0.4,-0.8,-5.2
O=C1C(=Cc2cn(-c3ccccc3)nc2-c2ccc(OCc3ccccc3F)cc2)SC(=S)N1CCS(=O)(=O)O,-3.1,26.3*,-0.5,1.4,2.0,-1.0,0.5,-0.7,nt,3.3,-15.2

# Single values from the list.
# In ssDAF-12 act, C(=C\c1ccccc1)/CN1CCN(C(c2nnnn2C2CCCC2)C2CC2)CC1 (configuration not stated) reads -1.1
# In ADAM10 inh, O=C(NCCN1CCCCC1)c1ccc(F)cc1Cl reads 2.9
# In NPR1 activator, O=C(N/N=C\C=C\c1ccc2c(c1)OCO2)C1COc2cc3ccccc3cc2O1 (configuration not stated) reads 0.4
